aSyn tox rescue – rescues yeast growth from alpha-synuclein toxicity. S. cerevisiae alpha-synuclein toxicity rescue, BacTiter-Glo growth, 24 h. 94,000 compounds, 0.02% hits. Potency, µM (highest dose often 46.1 µM), for the others: at the highest dose growth rescue (activation), usual class: activators. AID 1347070; active means well fitted activation curve with a large enough effect; inconclusive means small, poorly fitted or top-dose-only effect; further: 0% is about no effect
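Growth restoration measured by BacTiter-Glo luminescence after 24 hr at 30 deg C; alpha-synuclein yeast, raffinose-pregrown to mid-log, were added at OD600=0.02 in galactose medium onto pinned compounds.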
The depositor's hits bear a star; ? = inconclusive; [ ] = dose if it differs, or a comment. Potency means the concentration at half of the fitted maximal effect.

SMILES	aSyn tox rescue
Cc1cccc(Nc2c([N+](=O)[O-])c(=O)oc3ccccc23)c1	6%
CCOc1cccc(C2c3[nH]c4ccccc4c3CCN2C(=O)Cc2cccc(OCC)c2OCC)c1 (stereo not given)	8%
CCCCOc1ccc(C(=O)N/C(=C\c2ccc(Br)cc2)C(=O)NC2CCCCC2)cc1	-1%
O=C(CNc1ccc(C(F)(F)F)cc1)Nc1cccc(S(=O)(=O)N2CCCCC2)c1	-9%
Cc1ccc([C@H]2C[C@@H](O)[C@H](n3cc(-c4ccc(F)cc4)nn3)CN2Cc2cccs2)cc1	10%
COc1ccccc1C1c2c(-c3ccc(Cl)cc3)n[nH]c2C(=O)N1c1ccc(C)cc1 (stereo not given)	0%
COc1ccc(CN2CCN(C(=O)c3cccc(OC)c3OC)CC2)cc1OC	-2%
CCCCCNC(=O)CCCCCn1c(=O)[nH]c2ccsc2c1=O	3%
Cc1cccc(C(=O)C(O)(c2ccccc2)C2CCCCC2=O)c1 (stereo not given)	11%
CCC(=O)Nc1ccc(Cl)c(-c2nc3ccccc3[nH]2)c1	-1%
O=C(CSc1nnc(-c2cccnc2)o1)Nc1cccc(F)c1	10%
Cc1cccc(-c2nc(Cn3c(SCc4cc(C)ccc4C)nc4ccncc43)c(C)o2)c1	-11%
COc1ccc2c(c1)-c1nc(NC(=O)c3cc(Cl)ccc3OC)sc1CC2	3%
CCOC(=O)c1ccc(CN(Cc2ccc(C)cc2)S(=O)(=O)c2ccc(F)c(C(=O)Nc3ccc(C)c(F)c3)c2)cc1	8%
COc1ccccc1-n1c(SCC(=O)Nc2cccc(S(N)(=O)=O)c2)nc2ccccc2c1=O	-5%
O=C(Cn1c(=O)c(CNc2ccccc2)cc2cc3c(cc21)OCCO3)Nc1ccccc1Cl	3%
Cc1cc(C)cc(NC(=O)Cn2cc(C(=O)C3CCCCC3)c3ccccc32)c1	2%
CCOC(=O)N1CCC(NC(=O)c2ccc3c(c2)N(Cc2ccccc2)C(=O)c2ccccc2S3=O)CC1 (stereo not given)	-3%
Cc1ccc(NC(=O)Cc2nnc(N)s2)cc1	2%
COc1ccc(NC(=O)CCN2C(=O)C3C4C=CC(C4)C3C2=O)cc1 (stereo not given)	8%
CC(C)C(=O)Nc1ccc2nc(SCCOc3ccccc3)sc2c1	-2%
COC(=O)c1cc2sc(C)cc2n1Cc1ccccc1	2%
Cc1ccc(-n2c(=O)c3oc4ccccc4c3n(CC(=O)Nc3ccc(F)c(Cl)c3)c2=O)cc1C	4%
COc1cc(NS(=O)(=O)c2c(C(=O)N3CCCCC3)c(C)n(C)c2C)cc(OC)c1OC	5%
Cc1ccc(CNC(=O)CCCN2C(=O)c3cccnc3Oc3ccc(Cl)cc32)cc1	0%
N#CC1=C(N)SC(N)=C(C#N)C1Cc1ccccc1	-10%
CC1CCN(c2nc(-c3ccc(C(C)(C)C)cc3)nc3ccccc23)CC1	-35%[inhibitor]
Cc1nc(-c2cccnc2)sc1CCNS(=O)(=O)c1ccc(F)cc1	-4%
Cc1cccc(-c2ocnc2C(=O)N2CCN(C(=O)c3cccs3)CC2)c1	-1%
COc1ccc(C(=O)N(CCc2ccccc2)Cc2ccccc2)c(OC)n1	6%
CN(c1nc2ccccc2n2c(C3CC3)nnc12)S(=O)(=O)c1ccccc1	-2%
CCOC(=O)C1CCN(S(=O)(=O)c2ccc(C(C)(C)C)cc2)CC1	-5%
COc1ccc(CNC(=O)CCS(=O)(=O)c2cc3c4c(c2)CCN4C(=O)CC3)cc1	4%
CCCCOc1cccc(C(=O)N(Cc2cccs2)c2ccc(OC)cc2)c1	-5%
C/C(=N/N=C(\C)c1ccccc1O)c1ccccc1O	-1%
CC(C)c1ccc(/C=N/NC(=O)c2ccc(-n3cnnn3)cc2)cc1	-6%
COc1ccc(N2C(=O)CSC23C(=O)N(CC(=O)NCc2ccccc2)c2ccccc23)cc1 (stereo not given)	11%
COc1ccc([C@H]2C[C@H](n3cc(COC(=O)c4ccccc4)nn3)[C@@H](O)CN2CC2CCCCC2)cc1	-4%
COc1cc(/C=C(\C#N)c2nc3ccccc3[nH]2)ccc1OCc1cccc(C(F)(F)F)c1	-16%
COc1ccc(Nc2c3c(nc4ccc(NC(=O)c5ccc(F)cc5)cc24)CCCC3)cc1OC	2%
CCCN1CCN(CCCNC(=O)c2cc3c(=O)[nH]c4ccccc4c3s2)CC1	-7%
CCCSc1nc2c(c(=O)n1CC)SC(C)C2 (stereo not given)	12%
CCOc1ccc(CNC(=O)c2cc3cc(S(=O)(=O)N4CCCCC4)ccc3n2C)cc1	11%
Cc1cccc(Cn2c(NC3CCCC3)nc3c2c(=O)[nH]c(=O)n3C)c1	3%
COc1ccc2ccccc2c1C=NN1CCCCC1	3%
CC(C)(C)C1CCc2c(sc(NC(=O)C3c4ccccc4Oc4ccccc43)c2C(N)=O)C1 (stereo not given)	1%
O=C(Nc1ccc(Cl)c([N+](=O)[O-])c1)C(Sc1ccccc1)c1ccccc1 (stereo not given)	-27%
CCOc1ccc(CCNC(=O)COC(=O)c2c(OC)cccc2OC)cc1OCC	-1%
COc1ccc(S(=O)(=O)Nc2c(C)cccc2C)cc1-n1cnnn1	7%
CCn1c(SCC(=O)NC2CCS(=O)(=O)C2)nnc1-c1ccccc1 (stereo not given)	2%
Nc1ccn([C@@H]2O[C@H](CN=C3NS(=O)(=O)c4ccccc43)[C@@H](O)[C@H]2O)c(=O)n1	5%
COc1ccc(C(=O)NC(=S)Nc2ccc(S(=O)(=O)Nc3cc(C)on3)cc2)cc1OC	12%
COc1ccc(C(=O)Nc2ccc3nc(N4CCCCC4)cc(C)c3c2)c(OC)c1	3%
CCCSc1nnc2n(-c3ccc(OC)cc3)c(=O)c3c4c(sc3n12)COC(C(C)C)C4 (stereo not given)	4%
COC(=O)c1ccc(NS(=O)(=O)c2ccc3c(c2)n(C)c(=O)c(=O)n3C)cc1	-8%
CCn1c(CN2CCCCC2)nc2cc(NC(=O)c3ccccc3[N+](=O)[O-])ccc21	-1%
O=C(COCc1cc(-c2ccc(F)cc2)on1)Nc1cc(Cl)ccc1O	-3%
On1c(-c2ccc(Cl)cc2)nc2ccccc21	-46%[inhibitor]
CC1(C)OC2C(CO)OC(n3cnc4c(=S)nc[nH]c43)C2O1 (stereo not given)	-2%
CCOC(=O)c1c(C)[nH]c(C)c1S(=O)(=O)N(C)CC(=O)N1CCN(c2ccccc2)CC1	3%

(next part)
SMILES	aSyn tox rescue
Nc1ccn([C@@H]2O[C@H](CNCc3cccc(OC4CCCC4)c3)[C@@H](O)[C@H]2O)c(=O)n1	6%
Cc1cc(OCC(=O)N(Cc2sccc2C)C2CCS(=O)(=O)C2)ccc1Cl (stereo not given)	23%
CCOc1ccc(-c2cc(C(=O)NCc3ccc(OC)cc3)c3c(-c4ccc(F)cc4)[nH]nc3n2)cc1	3%
CCc1ccc(CNC(=O)C2COc3ccccc3C2)cc1 (stereo not given)	3%
CC(C)(C)C(=O)N1CCN(S(=O)(=O)c2ccc3c(c2)OCCCO3)CC1	-7%
COc1ccc([N+](=O)[O-])cc1NC(=O)C1(c2ccc(OC)c(OC)c2)CCOCC1	-2%
Cc1ccc(CCNC(=O)c2ccc(Nc3nc4ccccc4n4nnnc34)cc2)cc1	-2%
Cc1ccc(-c2nc(CS(=O)(=O)CC(=O)Nc3cc(C)ccc3C)c(C)o2)cc1	-16%
CC1(C)OC2C(O1)[C@@H](CO)O[C@H]2n1cnc2c(N)ncnc21 (stereo not given in full)	5%
CC1CCN(S(=O)(=O)c2ccc3nc(NCc4ccc(N(C)C)cc4)ccc3c2)CC1	1%
Cc1ccc(N2CCN(C(=O)C3CCN(S(=O)(=O)c4ccc5c(c4)oc(=O)n5C)CC3)CC2C)cc1 (stereo not given)	-1%
Cc1ccc(C(=O)Oc2c(S(=O)(=O)c3ccccc3)c(C)nn2-c2ccccc2)cc1	-3%
CC1CN(C(=O)N2CCC(C(=O)NCCCc3ccccc3)CC2)c2ccccc2O1 (stereo not given)	8%
COc1ccc(CN2CN(S(=O)(=O)c3ccccc3)c3nc4ccccc4nc32)cc1	3%
CN1CCC(=NOc2ccc([N+](=O)[O-])cc2)CC1	10%
COc1cccc(N2CCN(c3cnc4ccccc4n3)CC2)c1	8%
Cc1ccccc1S(=O)(=O)N(C)C[C@H]1OCc2cnnn2CCCC(=O)N([C@H](C)CO)C[C@H]1C	0%
Cc1cc(=O)[nH]c2nc3ccccc3n12	7%
Cc1ccc(NC(=O)C2CCN(c3nc4ccccc4[nH]3)CC2)cc1Cl	-22%
Cc1cccc(NC(=O)CN2C(=O)C(c3ccc(F)cc3)=NC23CCCCCC3)c1C	-7%

Rewritten as a markdown table: part of the list above
| Compound | aSyn tox rescue |
| --- | --- |
| COc1ccc(CN2CN(S(=O)(=O)c3ccccc3)c3nc4ccccc4nc32)cc1 | 3% |
| Cc1ccc(-c2nc(CS(=O)(=O)CC(=O)Nc3cc(C)ccc3C)c(C)o2)cc1 | -16% |
| Cc1cccc(NC(=O)CN2C(=O)C(c3ccc(F)cc3)=NC23CCCCCC3)c1C | -7% |
| Cc1ccc(C(=O)Oc2c(S(=O)(=O)c3ccccc3)c(C)nn2-c2ccccc2)cc1 | -3% |
| CC1CN(C(=O)N2CCC(C(=O)NCCCc3ccccc3)CC2)c2ccccc2O1 (stereo not given) | 8% |

(more compounds)
SMILES	aSyn tox rescue
COc1ccc(OCC(=O)NNC(=O)c2ccccc2OCc2c(C)noc2C)cc1	7%
O=C(Cc1ccccc1[N+](=O)[O-])Nc1nccs1	5%
CCOC(=O)Cc1csc(NC(=O)C(NC(=O)C2CCCCC2)C(C)C)n1 (stereo not given)	-2%
O=c1cc(-c2ccc([N+](=O)[O-])cc2)c2cc3c(cc2[nH]1)OCCO3	-11%
CCCN1CCN(CCCNC(=O)c2cnn(-c3ccc(C)cc3)c2-n2cccc2)CC1	-8%
CCOC(=O)C1CCCN(C(=O)Cn2cnc3sc(C)c(S(=O)(=O)N4CCOCC4)c3c2=O)C1 (stereo not given)	9%
COCCNc1ccc(-c2nc(-c3ccccn3)no2)cc1[N+](=O)[O-]	4%
CCN(CC)CCCNC(=O)c1ccc2c(c1)N(Cc1c(F)cccc1Cl)C(=O)c1ccccc1S2	-5%
Cc1cc(C)c(Cn2c3ccccc3c3cnn(CC(=O)N4CCCCCC4)c(=O)c32)c(C)c1	?
O=C(CSc1nc2c([nH]c3ccccc32)c(=O)n1-c1ccccc1)c1ccc(Cl)cc1	-6%
O=C(NCCc1ccc(Cl)cc1)c1cc(-c2ccccc2)n[nH]1	-6%
COc1ccc(CN(CC(=O)NCCc2ccccc2)C(=O)CCC(=O)Nc2ccccn2)cc1	-13%
Clc1ccc(CCNC(c2cccc(Cl)c2)c2nnc(-c3ccccc3)o2)cc1 (stereo not given)	19%
CCCN(CCC)CC(O)Cn1cc(/C=C/C(=O)c2ccc(OCC)cc2)c2ccccc21 (stereo not given)	-31%[inhibitor]
O=C(N/N=C/c1cccnc1)c1ccccc1OCc1cccc(Br)c1	11%
CC(C)OC(=O)N(C)C[C@@H]1OCc2cn(nn2)CCCC(=O)N([C@H](C)CO)C[C@H]1C	5%
CCOc1ccc(NC(=O)NCCN2CCN(c3cc(Cl)ccc3C)CC2)cc1	-4%
Cc1cc(NC(=O)C2CCCN(S(=O)(=O)c3cn(C)cn3)C2)ccc1Br (stereo not given)	1%
CN(C(=O)COC(=O)COc1ccc2ccccc2c1)c1ccccc1	8%
O=C(Nc1ccc2c(c1)Cc1ccccc1-2)c1ccccc1F	-14%
CCN(C(=O)COc1cc(=O)n(C)c2ccccc12)c1cccc(C(F)(F)F)c1	9%
COc1cc(C2CC(=O)Nc3cc4c(cc32)OCCO4)cc(Br)c1OC (stereo not given)	2%
CC(=O)c1ccc(OCC(O)CN(C)CCOc2ccc(Br)cc2)cc1 (stereo not given)	11%
CCOC(=O)N1CCN(C(=O)CN(c2cccc(Cl)c2C)S(=O)(=O)c2ccc(C)cc2)CC1	3%
O=C(COc1ccccc1Cl)Nc1cc(-c2ccccc2F)nn1-c1ccccc1	-16%
CC1CCN(c2ncnc3c2nnn3C)CC1	-7%
CCOC(=O)C1(O)CC(C)=NN1C(=O)c1cccc(Br)c1 (stereo not given)	0%
CC(C)c1ccc2[nH]c(O)c(N=NC(=O)c3cccc(S(=O)(=O)Nc4cccc(Cl)c4)c3)c2c1	-2%
CN(Cc1cccc(Cl)c1Cl)C(=O)c1ccccc1SCC(=O)N1CCCC1	10%
CCOc1ccc(CCNC(=O)Cn2ncn3c(cc4ccccc43)c2=O)cc1OCC	-8%

Molecules above with two or more sulfur atoms:
SMILES	aSyn tox rescue
COc1ccccc1-n1c(SCC(=O)Nc2cccc(S(N)(=O)=O)c2)nc2ccccc2c1=O	-5%
CC(C)C(=O)Nc1ccc2nc(SCCOc3ccccc3)sc2c1	-2%
Cc1nc(-c2cccnc2)sc1CCNS(=O)(=O)c1ccc(F)cc1	-4%
CCCSc1nc2c(c(=O)n1CC)SC(C)C2 (stereo not given)	12%
CCn1c(SCC(=O)NC2CCS(=O)(=O)C2)nnc1-c1ccccc1 (stereo not given)	2%
COc1ccc(C(=O)NC(=S)Nc2ccc(S(=O)(=O)Nc3cc(C)on3)cc2)cc1OC	12%
CCCSc1nnc2n(-c3ccc(OC)cc3)c(=O)c3c4c(sc3n12)COC(C(C)C)C4 (stereo not given)	4%
Cc1cc(OCC(=O)N(Cc2sccc2C)C2CCS(=O)(=O)C2)ccc1Cl (stereo not given)	23%
CCOC(=O)C1CCCN(C(=O)Cn2cnc3sc(C)c(S(=O)(=O)N4CCOCC4)c3c2=O)C1 (stereo not given)	9%

Assay outcomes as filed in PubChem.

Some of the compounds tested; the hit share may differ from the screen's.
